# m-calpain inh: inhibitors of pig calpain II, primary screen, biochemical, fluorogenic peptide substrate, 1536-well; purified calpain II, 30 min; inhibition, % at 16 µM; 0.37% of 220,000 active;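 active = inhibition above about 50%, limit read from the data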
# zfTRPN1 agonist: zebrafish TRPN1 channel agonists, primary screen, cell-based, HEK293, calcium fluorescence. transient receptor potential cation channel N1 (TRPN1/NompC), Danio rerio. HEK293 zebrafish TRPN1-YFP, Fluo-8 calcium fluorescence; 100% = response to 87 µM carbachol. activation, % at 3 µM. 0.18% of 220,000 active. AID 1424, 2008;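 active = activation above its plate's cutoff, the mean activation of test wells on that plate plus 3 SD, cut at about 19% in these data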;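 also: 0% = DMSO alone and 100% = 87 µM carbachol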
#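 Material – zebrafish TRPN1-YFP in HEK293 cells · Doses – 3 µM single point · Schedule – dye 1 h 37 °C plus 30 min RT · Signal – Fluo-8 calcium fluorescence, excitation 470-495 nm, emission 515-575 nm · Read-out – % activation versus carbachol response · Control set – carbachol high, DMSO low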
# PERK inhibitor: block of dimerizer-induced PERK translation repression, primary screen, PERK inhibitor project, CHO PERK-DD cells, SEAP luminescence, HTS | Eukaryotic translation initiation factor 2-alpha kinase 3 (Homo sapiens), Q9NZJ5 | 0.17% of 220,000 active | inhibition, % at 5.6 µM | CHO PERK-DD fusion, SEAP luminescence translation reporter;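 active = inhibition above the mean inhibition of all tested compounds plus 3 SD, set separately per screening campaign, cut at about 2.9% in these data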;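 also: PERK kinase domain activated by AP20187 dimerizer at 100 nM; 0% = DMSO with dimerizer and 100% = rapamycin at 8.4 µM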
# TRPML3 agonist: human TRPML3 channel agonists, primary screen, cell-based, HEK293 TRPML3-YFP, Fluo-8 calcium fluorescence, 3 µM | Mucolipin-3 (Homo sapiens), Q8TDD5 | 100% = the carbachol control signal | activation, % at 3 µM | 0.29% of 220,000 active;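 active = activation above its plate's cutoff, the mean activation of the plate's test wells plus 3 SD, cut at about 12% in these data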;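 also: 0% = DMSO only wells and 100% = carbachol wells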
#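 Test system – HEK293 line with stable expression of human TRPML3-YFP channel · Control set – carbachol 87 µM final as high control (100%), DMSO as low control (0%) · Signal – Fluo-8 calcium dye fluorescence, ex 470-495, em 515-575 nm · Incubation – 1-h 37 °C dye load, 5-s basal, 120-s post-compound reads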
# S1P4 antagonist: S1P4 receptor antagonists, primary screen, cell-based. S1P4-expressing cells, antagonist mode, reporter read-out. Sphingosine 1-phosphate receptor 4 (Homo sapiens), O95977. inhibition, % at 4.98 µM. AID 1510, 2009. 0.26% of 220,000 active; in the data active = inhibition above about 29%;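 also: 0% = wells stimulated with agonist and 100% = vehicle wells without agonist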
# Target sequence (O95977 whole entry, looked up): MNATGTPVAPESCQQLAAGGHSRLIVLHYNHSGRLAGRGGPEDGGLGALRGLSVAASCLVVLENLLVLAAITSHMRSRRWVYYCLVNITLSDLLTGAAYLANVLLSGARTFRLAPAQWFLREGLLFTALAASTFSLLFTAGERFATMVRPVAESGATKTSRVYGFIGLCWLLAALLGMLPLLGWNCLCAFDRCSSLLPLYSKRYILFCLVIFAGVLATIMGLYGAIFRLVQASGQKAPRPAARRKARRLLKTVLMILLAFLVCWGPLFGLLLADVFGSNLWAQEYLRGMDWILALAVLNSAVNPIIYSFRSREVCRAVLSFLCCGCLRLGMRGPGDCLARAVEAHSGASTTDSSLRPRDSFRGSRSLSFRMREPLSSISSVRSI
# EP2 modulator: EP2 receptor modulators, cAMP readout, primary screen, cell-based, HTRF cAMP, PGE2 stimulation; Prostaglandin E2 receptor EP2 subtype (Homo sapiens), P43116; EP2-expressing cells, cAMP HTRF FRET, PGE2 co-stimulation; induction, % at 25 µM; 0.83% of 260,000 active;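 active = compounds whose cAMP rise, as percent of the full-agonist control response, exceeds 60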;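 also: rat C6 glioma line stably carrying human EP2 under a CMV promoter; the protocol text gives 20 µM as final concentration; 100% = response of wells given 1 µM PGE2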
# Target sequence (P43116 whole entry, looked up): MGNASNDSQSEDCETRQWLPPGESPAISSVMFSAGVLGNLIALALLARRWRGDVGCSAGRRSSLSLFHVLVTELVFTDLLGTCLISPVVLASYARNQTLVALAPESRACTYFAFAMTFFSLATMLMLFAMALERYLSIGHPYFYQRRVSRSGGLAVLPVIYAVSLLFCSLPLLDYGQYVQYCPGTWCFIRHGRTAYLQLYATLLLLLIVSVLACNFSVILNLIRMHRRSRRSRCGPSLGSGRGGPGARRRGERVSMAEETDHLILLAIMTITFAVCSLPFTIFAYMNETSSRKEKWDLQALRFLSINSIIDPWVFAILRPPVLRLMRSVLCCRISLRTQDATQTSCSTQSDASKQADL
# BaF3 parental: parental Ba/F3 cell viability inhibition, counter-screen for JAK2V617F inhibitor project, murine pro-B, CellTiter-Glo luminescence. 1.1% of 220,000 active. inhibition, % at 5.6 µM. CellTiter-Glo ATP luminescence. AID 1486, 2009;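 active = inhibition above a per-campaign cutoff, the mean inhibition of all tested compounds plus 3 SD, cut at about 27% in these data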;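 also: 0% = DMSO wells and 100% = JAK Inhibitor I control wells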
# S1P4 ag: S1P4 receptor agonists, primary screen, cell-based. S1P4-expressing cell line, agonist reporter assay. activation, % at 4.98 µM. 0.35% of 220,000 active. Sphingosine 1-phosphate receptor 4 (Homo sapiens), O95977; in the data active = activation above about 11%;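 also: 0% = DMSO vehicle and 100% = reference agonist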
# Ba/F3 V617F tox: reduced viability of JAK2V617F-dependent Ba/F3 cells, primary screen, JAK2V617F inhibitor project, cell-based, Ba/F3 EpoR-JAK2V617F, luminescence. inhibition, % at 5.6 µM. ATP luminescence. 1.1% of 220,000 active. AID 1446, 2008;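 active = inhibition above the campaign mean plus 3 SD over all tested compounds, cut at about 24% in these data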;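 also: cytokine-independent growth of Ba/F3 cells driven by EpoR plus mutant JAK2; 0% = DMSO-treated cells and 100% = JAK inhibitor I control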
# * hit, by the source's call; i = inactive; nt = no result given; & = joins results of further samples.
SMILES,m-calpain inh,zfTRPN1 agonist,PERK inhibitor,TRPML3 agonist,S1P4 antagonist,EP2 modulator,BaF3 parental,S1P4 ag,Ba/F3 V617F tox
O=P(Nc1c(Cl)cccc1Cl)(c1ccccc1)c1nc2c(s1)CCCC2 (stereo not drawn),17.5,-0.2,0.9,-0.5,1.7,32.9,-1.9,2.9,-2.6
C=CCN1C(=O)NC(=O)C(CCc2ccncc2)(CCc2ccncc2)C1=O,-5.0,2.0,0.1,1.1,-9.4,17.2,12.4,0.9,1.4
COc1ccc2[nH]c(C)c(CCN3CCC(=O)C(C)C3C)c2c1 (stereo not drawn),60.1*,0.8,-0.2,0.1,-3.6,-31.2,1.2,0.3,-2.5
O=C1CCCN1C(=O)c1cncc(Br)c1,12.1,0.3,-0.2,0.7,8.9,16.7,1.5,-0.9,2.4
CN(C=O)CP(=O)(O)CN(C)C=O,34.7,1.5,1.5,0.4,-12.9,-0.6,4.3,1.8,-1.8
O=C(Cc1ccccc1)Oc1ccc(N2C(=O)C3CCCCC3C2=O)cc1 (stereo not drawn),-18.2,1.9,0.4,0.0,1.5,-12.9,3.4,-2.7,-2.5
COC(=O)C1=CO[C@@H](C)[C@@H]2CN3CC[C@]4(C(=O)Nc5ccccc54)[C@@H]3C[C@H]12,-4.7,-0.7,-0.6,-0.1,6.4,3.8,-1.2,0.3,-0.7
Cc1ccc(Cc2c(C)nc3nc(SCC(=O)N4CCC5(CC4)OCCO5)nn3c2C)cc1,17.5,-0.5,-0.7,1.0,-2.5,17.5,3.3,-5.1,-0.1
CCCCn1c(O)c(C(C)=NCCc2ccccc2)c(=O)[nH]c1=O,47.5,-0.4,-1.6,-0.8,-15.5,-5.7,2.6,0.1,-1.6
C=CCN(CC=C)Cc1c[nH]c2ccccc12,7.0,-0.9,2.3,0.6,1.4,3.9,-0.7,0.0,-3.1
O=c1[nH]c(=O)n(Cc2ccc(F)cc2)c(O)c1C=Nc1ccc(Cl)cc1,-118.8,1.5,1.0,-0.3,-6.9,-4.7,7.5,-0.8,-0.8
O=c1[nH]c(=O)n(-c2cccc3ccccc23)c(O)c1C=NCCCn1ccnc1,19.5,0.7,0.2,0.5,-0.2,14.8,6.4,2.2,-3.9
c1ccc2c3c(ccc2c1)OCC1CONC31 (stereo not drawn),29.8,-0.7,0.5,-0.1,-1.4,-21.8,3.7,-1.0,5.1
C=CCN1C(=O)CSc2ccc(C(=O)N3CCC4(CC3)OCCO4)cc21,-17.0,2.4,-1.4,0.9,9.1,-19.8,4.2,1.1,2.9
Cc1ccc(N2C(=O)NC(=O)C(CCc3ccccn3)(Cc3cccc(Cl)c3Cl)C2=O)cc1 (stereo not drawn),-33.1,0.0,0.4,0.2,-23.6,2.9,1.5,-0.9,-2.5
O=Cc1cn(CCCOc2ccccc2)c2ccccc12,18.1,0.7,0.1,1.1,-25.4,-29.5,5.2,-0.3,-0.8
O=C1NC(=O)N(c2ccccc2)C(=O)/C1=C\C=C\c1ccccc1,-20.9,0.5,-0.5,1.4,8.3,-43.2,-2.8,0.3,-1.1
COc1cc2c(cc1OC)C(C(=O)NC(C)C)C1CCCCN1C2=O (stereo not drawn),-1.0,0.1,1.8,-0.4,-3.7,9.7,-5.9,-1.0,-4.3
N#CC1=C(N)Oc2c(c(=O)oc3ccccc23)C1c1cccnc1 (stereo not drawn),-10.1,1.2,0.0,0.1,-3.5,17.8,4.0,0.2,2.7
CCOC(=O)c1c(/N=C/c2c(O)n(-c3ccc(F)cc3)c(=S)[nH]c2=O)sc2c1CCCC2,-5.3,0.5,0.9,1.1,-1.8,32.9,-0.7,1.2,-2.5
COc1cc(CN2CCN(C(=O)COc3ccccc3)CC2)cc(OC)c1OC,14.7,-0.6,0.2,0.9,-6.7,3.4,7.0,1.7,-1.2
Cc1c(C(=O)O)cccc1-n1c(C)cc(/C=C2\C(=O)NC(=O)N(c3ccc4c(c3)OCO4)C2=O)c1C,-55.9,0.5,0.6,0.8,-3.4,22.2,7.3,-1.0,2.3
CCC(=O)N1N=C2C3CCN(CC3)C2C1c1ccc(C)cc1 (stereo not drawn),13.4,-0.6,0.1,-0.1,13.1,8.1,5.8,0.4,4.8
CN1CCN(c2cc(N3CCCCCC3)c(F)cc2[N+](=O)[O-])CC1,2.9,-0.4,-0.8,0.9,0.1,-12.5,5.3,0.9,-0.9
CCCCn1c(O)c(C=NC2CCCCC2N)c(=O)[nH]c1=O (stereo not drawn),-6.4,0.5,0.9,1.1,9.6,-9.8,5.9,-2.5,-1.0
O=C1NC(=O)C(CCc2ccncc2)(c2ccccc2)C(=O)N1,-11.6,-0.1,0.1,-0.3,-6.4,12.8,2.1,-3.6,-4.2
Cc1cccc(N2CCc3c2nc2ccccc2c3N)c1,i,0.2&-0.5,-0.5&0.1,0.5&0.1,1.6&9.9,-48.6&-10.2,4.0&5.7,-0.9&-5.2,2.5&5.7
O=C(c1ccc2c(c1)ncn2C1CCCCCC1)N1CCC2(CC1)OCCO2,nt,2.2,-0.8,1.1,-10.3,nt,1.5,2.5,1.0

# 4 consecutive records already listed:
SMILES,m-calpain inh,zfTRPN1 agonist,PERK inhibitor,TRPML3 agonist,S1P4 antagonist,EP2 modulator,BaF3 parental,S1P4 ag,Ba/F3 V617F tox
O=P(Nc1c(Cl)cccc1Cl)(c1ccccc1)c1nc2c(s1)CCCC2 (stereo not drawn),17.5,-0.2,0.9,-0.5,1.7,32.9,-1.9,2.9,-2.6
C=CCN1C(=O)NC(=O)C(CCc2ccncc2)(CCc2ccncc2)C1=O,-5.0,2.0,0.1,1.1,-9.4,17.2,12.4,0.9,1.4
COc1ccc2[nH]c(C)c(CCN3CCC(=O)C(C)C3C)c2c1 (stereo not drawn),60.1*,0.8,-0.2,0.1,-3.6,-31.2,1.2,0.3,-2.5
O=C1CCCN1C(=O)c1cncc(Br)c1,12.1,0.3,-0.2,0.7,8.9,16.7,1.5,-0.9,2.4

# Some of the entries so far, bar-delimited:
mol | m-calpain inh | zfTRPN1 agonist | PERK inhibitor | TRPML3 agonist | S1P4 antagonist | EP2 modulator | BaF3 parental | S1P4 ag | Ba/F3 V617F tox
CCOC(=O)c1c(/N=C/c2c(O)n(-c3ccc(F)cc3)c(=S)[nH]c2=O)sc2c1CCCC2 | -5.3 | 0.5 | 0.9 | 1.1 | -1.8 | 32.9 | -0.7 | 1.2 | -2.5
COc1cc(CN2CCN(C(=O)COc3ccccc3)CC2)cc(OC)c1OC | 14.7 | -0.6 | 0.2 | 0.9 | -6.7 | 3.4 | 7.0 | 1.7 | -1.2

# Screening results: PubChem, several laboratories

# Some of the compounds tested; count on the stated rates, not on these rows.
